Compound activity deposited in PubChem by NMMLSC.
RPL19A TOR yeast – yeast TOR pathway RPL19A-GFP modulation; S. cerevisiae RPL19A-GFP strain, flow cytometry, 3 h; hits give low values; percent response vs DMSO, % at 10 µM; actives 0.3% (n = 330,000);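 active = percent response vs DMSO below 50%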;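 note: median channel GFP fluorescence of the barcoded RPL19A-GFP strain; ratio of sample median GFP to plate DMSO average so 100% = DMSO; lower means less RPL19A-GFP as with rapamycin TOR inhibition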
AGP1-GFP MLPCN – modulators of TOR pathway AGP1-GFP in S. cerevisiae | S. cerevisiae AGP1-GFP multiplex flow cytometry, 3 h; GFP as percent of DMSO wells | GFP response vs DMSO, % at 10 µM | actives 0.02% (n = 320,000);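 active = GFP response relative to DMSO above a set limit, near screen average plus 3 SD, cut at about 150% in these data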;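 note: median GFP channel fluorescence of the gated AGP1 strain per well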
VLA-4 inh – inhibition in a human VLA-4 binding assay; P13612; VLA-4 expressing cells, ligand binding flow cytometry; inhibition, % (about 7 µM as worked out from the volumes in the protocol); actives 0.2% (n = 330,000); in the data active = inhibition above about 50%
LAP4 TOR yeast – yeast TOR pathway LAP4-GFP modulation; AID 2023; S. cerevisiae LAP4-GFP multiplex, flow cytometry GFP, 3 h; median GFP as percent of DMSO wells; GFP response vs DMSO, % at 10 µM; actives 0.34% (n = 320,000);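 active = GFP response vs DMSO above a set limit, about the screen mean plus 3 SD, cut at about 150% in these data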
CIT2-GFP yeast – alters CIT2-GFP fluorescence in TOR pathway yeast screen; S. cerevisiae CIT2-GFP strain, flow cytometry, 3 h; 100 means same as DMSO wells; GFP response vs DMSO, % at 10 µM; actives 0.065% (n = 320,000);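 active = GFP response relative to DMSO above a set limit, near the screen mean plus 3 SD, cut at about 150% in these data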;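 note: ratio of well median GFP fluorescence to mean of DMSO wells on the plate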
MEP2 TOR yeast – yeast TOR pathway MEP2-GFP modulation. S. cerevisiae MEP2-GFP strain, flow cytometry GFP, 3 h; 100% = DMSO control level. GFP response vs DMSO, % at 10 µM. actives 0.51% (n = 330,000). AID 2016;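 active = GFP response versus DMSO above a set limit, roughly screen mean plus 3 SD, cut at about 180% in these data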;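 note: median GFP fluorescence of the barcode-gated MEP2-GFP cells per well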
CR mimetic SO – lowers age-related superoxide in aged yeast cells; S. cerevisiae aged cells, superoxide DHE fluorescence; hits give low values; superoxide response (% of plate mean), % at 10 µM; actives 0.18% (n = 330,000);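 active = superoxide response under a set limit, about three screen SD below normal, cut at about 65% in these data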;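 note: yeast aged for seven days with compound at 30 °C before DHE staining; 100% = average MFI of all compound-treated wells on the plate with controls excluded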
GRK2 aptamer HTS – human GRK2 inhibition via aptamer displacement; inhibition of aptamer binding, % at 10 µM; bead flow cytometry, FAM-aptamer displacement from GRK2; actives 0.59% (n = 330,000); P25098;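 active = inhibition of aptamer binding above 40%, roughly 3 SD of noise, on plates passing a quality check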;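 note: median bead fluorescence of bound FAM aptamer so fluorescent compounds give negative values; no value below 0 was filed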
Target sequence (P25098 whole entry, looked up): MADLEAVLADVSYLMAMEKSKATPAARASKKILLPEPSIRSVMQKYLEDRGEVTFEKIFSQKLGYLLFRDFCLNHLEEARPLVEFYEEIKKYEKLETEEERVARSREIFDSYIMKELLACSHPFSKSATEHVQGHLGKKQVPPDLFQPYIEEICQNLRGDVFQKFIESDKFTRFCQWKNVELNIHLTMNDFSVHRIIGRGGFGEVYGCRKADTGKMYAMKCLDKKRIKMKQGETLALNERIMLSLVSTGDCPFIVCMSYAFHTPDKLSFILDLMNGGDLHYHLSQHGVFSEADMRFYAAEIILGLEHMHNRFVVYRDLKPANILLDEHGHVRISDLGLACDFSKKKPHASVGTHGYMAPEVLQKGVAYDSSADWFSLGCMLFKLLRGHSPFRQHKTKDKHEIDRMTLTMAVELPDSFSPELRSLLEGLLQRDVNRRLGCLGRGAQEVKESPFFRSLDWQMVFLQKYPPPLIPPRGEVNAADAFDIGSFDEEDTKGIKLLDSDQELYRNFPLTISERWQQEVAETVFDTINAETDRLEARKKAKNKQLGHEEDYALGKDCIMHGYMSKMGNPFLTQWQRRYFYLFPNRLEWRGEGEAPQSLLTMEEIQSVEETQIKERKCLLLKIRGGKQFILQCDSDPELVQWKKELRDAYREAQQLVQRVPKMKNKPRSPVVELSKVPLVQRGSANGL
An asterisk follows results filed as active; . = not tested or not shown. Rows were taken by chance. About 1.7% of those tested had a hit in this group.

SMILES	RPL19A TOR yeast	AGP1-GFP MLPCN	VLA-4 inh	LAP4 TOR yeast	CIT2-GFP yeast	MEP2 TOR yeast	CR mimetic SO	GRK2 aptamer HTS
COc1ccc(S(=O)(=O)Nc2cc(C)cc(C)n2)c2ccccc12	92	100	2	93	102	101	97	1
COc1ccc2[nH]c3c(=O)n(Cc4ccc(C(=O)NCC5CCCO5)cc4)c(=S)[nH]c3c2c1 (stereo not drawn)	98	97	-1	96	93	90	106	0
Cc1ccc(-n2c(SCC(=O)Nc3ccc4cn[nH]c4c3)nnc2-c2ccco2)cc1	90	84	-8	83	88	95	96	0
O=Cc1coc2c(ccc3ccccc32)c1=O	98	79	-9	109	93	91	104	80*
CC1CC(C)CN(S(=O)(=O)c2ccc(Oc3ccc([N+](=O)[O-])cc3)cc2)C1 (stereo not drawn)	105	101	-11	94	109	101	103	3
Cc1ccc(/C=C/S(=O)(=O)NCc2ccc(F)cc2)cc1	98	97	9	98	94	100	116	18
CC(=O)OCC(=O)[C@@]1(O)CC[C@H]2[C@@H]3C[C@H](C)C4=CC(=O)C=C[C@]4(C)[C@H]3[C@@H](O)C[C@@]21C	104	97	5	110	104	97	95	0
N#C/C(=C\c1cccnc1)c1nc2ccccc2[nH]1	98	109	2	133	104	99	110	0
CC(C)COc1nc2ccccc2nc1N1CCN(C)CC1	105	93	-1	91	93	105	93	0
COc1ccc2c(c1)C1OCCC1C(c1ccco1)N2 (stereo not drawn)	97	100	15	94	92	96	96	1
O=C(OC1CCCCC1=O)c1cccc(S(=O)(=O)NCc2ccccc2)c1 (stereo not drawn)	89	93	-3	89	94	90	91	2
COc1cc2[nH]c(=S)nc(NCCC(C)C)c2cc1OC	103	99	1	91	100	101	104	0
COc1cc(CN2CCN(Cc3ccc(C)cc3)C(CCO)C2)cc(OC)c1O (stereo not drawn)	94	96	4	96	81	102	99	0
CCC(C)NC(=O)C1CCCN1S(=O)(=O)c1ccc(Cl)cc1 (stereo not drawn)	99	101	3	99	104	101	113	5
Fc1ccc(CNC(=S)NCc2cccc(Cl)c2)cc1	104	105	-252	111	103	99	105	0
CCOc1ccccc1NC(=O)c1nnn(CC(=O)Nc2ccc3c(c2)OCO3)c1N	103	106	0	105	96	107	94	3
Cc1cccc(OCc2nc3c4c(ncn3n2)-c2ccccc2CC42CCCC2)c1	100	99	12	97	105	108	97	6
CCC(=O)NC1(C(F)(F)F)C(=O)NC(C)=C1C#N (stereo not drawn)	96	95	-12	90	102	93	98	2
CN(C)C(=O)COC(=O)c1ccccc1OCC(=O)Nc1ccc(SC(F)F)cc1	99	104	14	94	103	107	92	1
COc1ccc(NC(=O)CC2Oc3ccccc3NC2=O)c(OC)c1 (stereo not drawn)	102	101	-1	96	98	104	97	0
COC(=O)C1C2C=CC3(CN(c4ccc(Cl)c(F)c4)C(=O)C13)O2 (stereo not drawn)	100	111	-11	104	107	107	98	0
CCc1nc2ccc(C(=O)N3CCN(c4cccc(C(F)(F)F)c4)CC3)cc2nc1CC	103	103	-10	107	107	114	104	6
CCN(CC)C(=N)/C(C#N)=N/Nc1ccc(C)cc1	106	117	1	115	107	109	111	2
Cc1ccc(NC(=O)CSc2nnc(-c3cnccn3)n2C)cc1C	102	101	6	91	98	99	90	0
COc1ccc(/C=C/C(=O)NCc2ccc(F)cc2)cc1S(=O)(=O)N1CCOCC1	88	89	4	96	82	90	97	0
COc1ccc(Br)cc1CN(C)C(=O)c1ccc2c(c1)NC(=O)C(C)S2 (stereo not drawn)	106	103	1	103	103	101	101	3
O=C(O)c1cc(-c2ccccc2)n(-c2ccc(Cl)cc2Cl)n1	100	106	13	116	105	102	107	2
CC1CCN(C(=O)c2[nH]cnc2C(=O)N2CCN(c3ccccc3)CC2)CC1	108	115	13	113	115	103	91	0
CC(C)C[C@]1(c2ccccc2)ON(c2ccccc2C(F)(F)F)C1=O	100	74	17	88	97	89	109	0
CCOC(=O)c1nn(-c2ccc(C)c(C)c2)c(=O)c(C#N)c1C	108	100	2	84	102	106	109	0
CC(/C=C1\NC(=S)NC1=O)=C\c1ccccc1	81	77	-1	.	70	90	110	0
O=S(=O)(c1cccc(Cl)c1)N1CCCC1	102	108	4	107	109	115	134	0
CN(C)c1ccc(C(C(=O)NC2CCCC2)N(C(=O)c2csnn2)C2CC2)cc1 (stereo not drawn)	96	95	-4	90	95	98	100	0
Cc1nc(NC(C)C)c2oc3ccccc3c2n1	97	96	-1	94	97	97	112	2
Cn1c(=O)[nH]c(=O)c2c1nc(N1CCCCC1)n2CCCSc1nc2ccccc2s1	97	95	1	98	90	91	96	1
COCCNc1nc(N)c([N+](=O)[O-])c(Nc2ccc(F)cc2)n1	104	97	21	113	96	109	93	1
Cc1ccc(C)c(N2CCN(S(=O)(=O)c3ccc4[nH]c(=O)ccc4c3)CC2)c1	100	107	26	111	102	107	93	1
CSc1ccc(S(=O)(=O)NCC(=O)OCC(=O)NCc2ccco2)cc1[N+](=O)[O-]	101	114	-6	109	105	100	106	22
Cc1ccc(CN(Cc2ccc(C)o2)C(=S)NCC(=O)O)cc1	106	107	25	106	100	104	98	0
CC(C)NC(=O)CSCc1c(F)cccc1Cl	94	99	-12	93	85	99	97	0
CC1=NN(c2nc(-c3ccc(C)cc3)cs2)C(=O)C1N=Nc1ccc(C(N)=O)cc1 (stereo not drawn)	90	90	1	95	84	98	109	1
COc1ccc(C(=O)Nc2ccc3nc(N4CCCCC4)cc(C)c3c2)c(OC)c1	101	93	6	93	93	101	93	1
NC(=O)COC(=O)C(Cc1ccccc1)NS(=O)(=O)c1ccccc1F (stereo not drawn)	96	36	4	101	93	106	99	0
COc1ccccc1Oc1ccc2c(c1)C(=O)N(c1ccc(Br)c3cccnc13)C2=O	96	98	13	95	103	103	110	0
COc1ccc(OCCNc2cc(Cl)ccc2[N+](=O)[O-])cc1	101	101	7	105	94	104	98	0
CCN(C(=O)CSc1nc2ccc(Cl)cc2[nH]1)C1CCS(=O)(=O)C1 (stereo not drawn)	104	101	3	97	108	109	105	0
Cc1ccc(CNC(=O)CCC(=O)c2cccs2)cc1	102	101	3	95	99	102	94	0
COc1ccc(Nc2oc(-c3ccccc3F)nc2C#N)cc1	99	87	-12	104	100	101	95	0
Cc1nc(SCc2cccc(F)c2)[nH]c(=O)c1C#N	102	104	-4	90	104	105	110	0
CC(NCc1cccc(S(=O)(=O)N(C)C)c1)c1ccc(F)cc1 (stereo not drawn)	98	104	-3	98	100	100	109	1
Cc1nc([N+](=O)[O-])c(C(=O)OCc2ccccc2F)n1C	90	90	-7	93	88	94	96	0
Cc1nn(C(C)C(=O)Nc2ccc(Cl)cn2)c(C)c1[N+](=O)[O-] (stereo not drawn)	99	106	3	96	94	103	108	0
O=C(CNC(=O)Cn1ccc2ccccc2c1=O)NCCCN1CCN(c2cccc(Cl)c2)CC1	104	112	6	108	107	108	94	0
C(=C\c1ccccn1)/c1ccncc1	102	103	7	96	105	101	102	0
CCc1ccc2c(c1)C1(C(=O)N2)N2CCCC2C(C(=O)c2ccc3ccccc3c2)C12C(=O)Nc1ccccc12 (stereo not drawn)	100	99	17	102	92	103	90	2
O=C(NCc1ccccc1)C(c1ccc(F)cc1)N(Cc1ccco1)C(=O)c1ccccn1 (stereo not drawn)	99	100	-1	99	93	101	115	0
C=CCNC(=O)c1ccc2c(c1)S(=O)(=O)c1ccccc1C2=O	99	81	0	94	100	82	103	0
O=[N+]([O-])c1ccc(CSC2=NCCS2)cc1	102	103	2	98	99	107	107	2
COc1ccc(OC)c(-n2nnnc2SCC(=O)NCc2ccc3c(c2)OCO3)c1	98	107	6	103	99	99	90	9
NC(=O)CC1(CC(=O)O)CCCCC1	102	105	-2	104	102	105	98	0

(next part)
SMILES	RPL19A TOR yeast	AGP1-GFP MLPCN	VLA-4 inh	LAP4 TOR yeast	CIT2-GFP yeast	MEP2 TOR yeast	CR mimetic SO	GRK2 aptamer HTS
CC(C)C1COC(c2cccc3ccccc23)=N1 (stereo not drawn)	99	84	3	105	92	89	109	0
CCOC(=O)c1ccc(NNC(C)=O)c([N+](=O)[O-])c1	106	104	7	110	103	109	100	1
O=C(C1CC(=O)N(C2CCCC2)C1)N1CCN(c2ccc(F)cc2)CC1 (stereo not drawn)	94	94	1	92	95	102	107	0
COc1ccccc1C(c1nnnn1Cc1ccccc1)N1CCN(c2nc3ccccc3s2)CC1 (stereo not drawn)	96	96	2	92	97	97	94	0
Nc1nc(NC(=O)c2cccs2)nn1-c1ccccc1	97	.	-11	87	99	86	94	1

Compounds from the list above that contain fluorine (17):
SMILES	RPL19A TOR yeast	AGP1-GFP MLPCN	VLA-4 inh	LAP4 TOR yeast	CIT2-GFP yeast	MEP2 TOR yeast	CR mimetic SO	GRK2 aptamer HTS
Cc1ccc(/C=C/S(=O)(=O)NCc2ccc(F)cc2)cc1	98	97	9	98	94	100	116	18
Fc1ccc(CNC(=S)NCc2cccc(Cl)c2)cc1	104	105	-252	111	103	99	105	0
CCC(=O)NC1(C(F)(F)F)C(=O)NC(C)=C1C#N (stereo not drawn)	96	95	-12	90	102	93	98	2
CN(C)C(=O)COC(=O)c1ccccc1OCC(=O)Nc1ccc(SC(F)F)cc1	99	104	14	94	103	107	92	1
COC(=O)C1C2C=CC3(CN(c4ccc(Cl)c(F)c4)C(=O)C13)O2 (stereo not drawn)	100	111	-11	104	107	107	98	0
CCc1nc2ccc(C(=O)N3CCN(c4cccc(C(F)(F)F)c4)CC3)cc2nc1CC	103	103	-10	107	107	114	104	6
COc1ccc(/C=C/C(=O)NCc2ccc(F)cc2)cc1S(=O)(=O)N1CCOCC1	88	89	4	96	82	90	97	0
CC(C)C[C@]1(c2ccccc2)ON(c2ccccc2C(F)(F)F)C1=O	100	74	17	88	97	89	109	0
COCCNc1nc(N)c([N+](=O)[O-])c(Nc2ccc(F)cc2)n1	104	97	21	113	96	109	93	1
CC(C)NC(=O)CSCc1c(F)cccc1Cl	94	99	-12	93	85	99	97	0
NC(=O)COC(=O)C(Cc1ccccc1)NS(=O)(=O)c1ccccc1F (stereo not drawn)	96	36	4	101	93	106	99	0
COc1ccc(Nc2oc(-c3ccccc3F)nc2C#N)cc1	99	87	-12	104	100	101	95	0
Cc1nc(SCc2cccc(F)c2)[nH]c(=O)c1C#N	102	104	-4	90	104	105	110	0
CC(NCc1cccc(S(=O)(=O)N(C)C)c1)c1ccc(F)cc1 (stereo not drawn)	98	104	-3	98	100	100	109	1
Cc1nc([N+](=O)[O-])c(C(=O)OCc2ccccc2F)n1C	90	90	-7	93	88	94	96	0
O=C(NCc1ccccc1)C(c1ccc(F)cc1)N(Cc1ccco1)C(=O)c1ccccn1 (stereo not drawn)	99	100	-1	99	93	101	115	0
O=C(C1CC(=O)N(C2CCCC2)C1)N1CCN(c2ccc(F)cc2)CC1 (stereo not drawn)	94	94	1	92	95	102	107	0
